TTR transcr act: TTR transcription activators in neuroblastoma reporter cells, primary screen, cell-based, luminescence, SH-SY5Y, TTR promoter Gaussia luciferase; 100% = recombinant luciferase protein wells; AID 1117267, 2014; activation, % at 16.7 µM; 92,000 tested, 1.3% active;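 active = activation above the mean of all tested compounds plus 3 SD, cut at about 9.5% in these data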;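 note: cells exposed to compounds for one day before reading; 0% = median of all test compound wells on the plate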
* = called active by the depositor. Only part of the results is shown, so the mix of outcomes need not match the whole.

SMILES	TTR transcr act
O=S1(=O)CCOC[C@H](CC2CCCCC2)N1Cc1ccccc1F	6.8
O=C(COC(=O)COc1ccccc1[N+](=O)[O-])Nc1ccccc1Br	1.2
CN(C)S(=O)(=O)c1ccc(C(=O)Nc2nnc(-c3cccs3)o2)cc1	0.9
CC1CCC(NC(=O)CN(C)S(=O)(=O)c2cccc3cccnc23)CC1 (configuration not stated)	-2.3
Cc1ccc(NC2CCCN(C(=O)c3ccnc(Cl)c3)C2)cc1C (configuration not stated)	0.4
CCC(=O)NC(c1ccc(OC)c(OC)c1)c1cc(Cl)c2cccnc2c1O (configuration not stated)	0.0
CCCC(=O)N(CCN1CCOCC1)c1nc2c(OC)ccc(C)c2s1	0.0
COc1ccc(F)cc1S(=O)(=O)Nc1ccc(C)cc1	-3.6
CCOC(=O)Nc1cccc(NC(=O)c2cc(OC)cc(OC)c2)c1	-1.6
CCC1CCCCN1CCCNC(=O)c1ccc2c(c1)NC(=O)CN2C (configuration not stated)	1.3
CSCCC(NC(=O)c1ccc(Cl)cc1)C(=O)OCC(=O)Nc1ccc(C#N)cc1 (configuration not stated)	-1.1
CC1(C)CC(=O)c2cnc(N3CCc4ccccc4C3)nc2C1	-2.7
O=C(Nc1cccn(Cc2c(F)cccc2Cl)c1=O)NC1CCCCC1	-1.4
Cc1ccc(N(C)C(=O)C2CCCN2S(=O)(=O)c2cccc3nsnc23)cc1 (configuration not stated)	2.5
CCOc1ccccc1NC(=S)N(CCCN1CCOCC1)Cc1cn(C)c2ccccc12	-0.2
CCN(c1ccccc1)S(=O)(=O)c1ccc(C(=O)NCc2ccccn2)cc1	5.2
O=C(Nc1ccccc1)c1ccc(NCCN2C(=O)CCC2=O)c([N+](=O)[O-])c1	-2.6
Clc1ccc(/C=N\Nc2ccccc2)cc1	2.2
CN(C(=O)c1ccccc1[N+](=O)[O-])c1ccccc1C(=O)NCc1ccccc1	7.2
Cc1cc2ncc(-c3ccc(Cl)cc3)c(N)n2n1	-0.2
CCNc1nc(NCC)nc(OCCOC(C)=O)n1	0.3
O=C1CCNc2c(Cl)cc(Cl)cc21	1.0
O=C(Cc1cccs1)N1CCC(c2nc3c(nnn3Cc3ccc(F)cc3)c(=O)[nH]2)CC1	-0.1
COc1cc(/C=C/C(=O)c2ccccc2)cc(OC)c1OC	-3.6
CC(C)(C)c1cc(C(=O)NNc2cc(C(F)(F)F)ccc2Cl)n(Cc2ccccc2)n1	0.8

Further structures.
SMILES	TTR transcr act
CCCC[C@@H]1C(=O)N2N=Cc3cc4ccccc4cc3[C@H]2N2N=Cc3cc4ccccc4cc3[C@@H]12	-4.7
CC(=O)C1=C(C)NC(SCC(N)=O)=C(C#N)C1C (configuration not stated)	1.5
COCCC(=O)Nc1ccc2c(c1)CN(C(=O)c1ccc(CSC)o1)CC2	2.0
Cn1c(=O)c2c(nc(Oc3ccc4ccccc4c3)n2C)n(C)c1=O	-1.3
CCCCCCCNC(=O)C1(CC2CC(c3cccc(Br)c3)=NO2)CCN(C(=O)c2ccccc2)CC1 (configuration not stated)	17*
COc1cc(/C=C2\C(=O)NN(c3ccc(C)cc3)C2=O)cc([N+](=O)[O-])c1O	-0.8
O=C(NC1CCC(O)CC1)c1cc(-c2ccco2)nc2ccccc12 (configuration not stated)	-0.5
CCCCN(CCCC)CC(O)Cn1c2ccccc2c(=O)c2ccccc21 (configuration not stated)	1.4
CCCN(CCC)C(=O)CC(c1ccccc1)C1CCOC(C)(C)C1 (configuration not stated)	-1.9
Cc1cccc(NC(=O)Nc2nnc(-c3ccccc3)o2)c1	-2.1
O=C(NNC(=S)Nc1cccc(C(F)(F)F)c1)c1ccncc1	4.4
COCCNC(=S)N/N=C(\C)c1ccccc1F	-1.7
NC(=S)NN=C1CCC2(CCCCC2)CC1	-2.1
COc1cc2[nH]c(Cl)c([N+](=O)[O-])c2cc1OC	4.9
C[C@@H]1CN([C@@H](C)CO)C(=O)CCCn2nncc2CO[C@@H]1CN(C)C(=O)c1ccc(N2CCN(C)CC2)cc1	-0.6
COC(=O)/C=C1\SC(N)=NC1=O	0.0
Cc1ccc(C)c(NC(=S)NNC(=O)c2sccc2C)c1	1.2
Cc1cc(Br)cn2c(Cc3ccsc3)c(-c3ccc(F)cc3)nc12	-3.1
COc1ccc(NC(=O)CN2C(=O)C(C)Oc3ccc(C)cc32)cc1 (configuration not stated)	0.7
CN(CC(=O)Nc1ccccc1C(=O)N1CCCC1)S(=O)(=O)c1ccc(Cl)cc1	4.1
Cc1ccc(Cn2c(=O)c3c(ncn3C)n(C)c2=O)cc1	-0.4
S=C(c1ccc(-c2ccccc2)o1)N1CCCCC1	3.0
CCCOc1ccc(/C=N/Nc2ccccn2)cc1OC	-0.9
CN(Cc1ccccc1)C(=O)OCc1cn(Cc2c(F)cccc2F)nn1	-1.3
CCC(C)[C@H](NC(=O)N1CCN(C)CC1)C(=O)OC (some centres not stated)	4.3

A draw from above in order of length of the SMILES, smallest number first:
SMILES	TTR transcr act
COC(=O)/C=C1\SC(N)=NC1=O	0.0
Cc1ccc(C)c(NC(=S)NNC(=O)c2sccc2C)c1	1.2
CCC(C)[C@H](NC(=O)N1CCN(C)CC1)C(=O)OC (some centres not stated)	4.3
COc1cc2[nH]c(Cl)c([N+](=O)[O-])c2cc1OC	4.9
Cn1c(=O)c2c(nc(Oc3ccc4ccccc4c3)n2C)n(C)c1=O	-1.3
COCCC(=O)Nc1ccc2c(c1)CN(C(=O)c1ccc(CSC)o1)CC2	2.0

The list continues:
SMILES	TTR transcr act
COC(=O)C1(S(=O)(=O)C2(C(=O)OC)CCCC2)CCCC1	3.7
O=C(O)c1ccccc1-c1noc(-c2ccccc2F)n1	-0.5
CC(C)Cn1c(=O)c2ccccc2n2c(CCC(=O)NCC3CCCO3)nnc12 (configuration not stated)	-0.5
Cc1cc(NC(=O)CN2CCC(n3nnc4cc(C(F)(F)F)ccc43)CC2)no1	-0.6
Cc1c(NC(=O)CSC2=C(C#N)C(c3ccccc3F)CC(=O)N2)c(=O)n(-c2ccccc2)n1C (configuration not stated)	0.8
O=C(NC1CCN(Cc2ccccc2)C1)c1cc(S(=O)(=O)N2CCOCC2)ccc1Cl (configuration not stated)	-0.3
COc1cc2ccccc2cc1C(=O)N1CCCC(C(F)(F)F)C1 (configuration not stated)	2.7
CCCCN1C[C@H](C)[C@@H](CC(=O)Nc2ccc(OC)cc2)C1=O	-1.4
O=C(O)c1ccccc1SCC(=O)N1CCc2ccccc21	3.7
CCOC(=O)Cn1nnnc1C(CC)N(Cc1ccccc1)Cc1cc2cc(C)ccc2[nH]c1=O (configuration not stated)	0.7
Nc1nnc(CC(=O)N/N=C/c2ccc(-c3ccccc3Cl)o2)s1	-1.2
O=C(c1ccccc1Sc1ccc([N+](=O)[O-])cc1Cl)N1CCOCC1	0.6
O=C(NCc1ccccc1)C1CCCN(c2cnccn2)C1 (configuration not stated)	-3.4
O=C(COC(=O)c1ccc([N+](=O)[O-])s1)Nc1ccccc1	1.8
CCC1CCC2(CC1)SCC(=O)N2c1ccccc1 (configuration not stated)	0.5
O=C(NC1CC2CCCC(C1)N2Cc1ccccc1)c1cccc(Cl)c1 (configuration not stated)	-1.7
Cc1ccc(C(=O)Nc2c(C)n(C)n(-c3ccccc3)c2=O)cc1	0.8
COc1cc(NC(=O)c2ccc(N3CCCC3=O)cc2)cc(OC)c1	-0.5
CCOC(=O)C(NC(=O)NCc1cccc(C(F)(F)F)c1)(OCC)C(F)(F)F (configuration not stated)	-0.4
CC(=O)c1c(OCC(=O)N(C)C2CCCCC2)ccc2c(C)cc(=O)oc12	0.7
CCN1CCN(CCC2Oc3cc([N+](=O)[O-])ccc3NC2=O)CC1 (configuration not stated)	0.3
CC(NC(=O)Cc1ccccc1)C(=O)O (configuration not stated)	0.2
CCOc1ccc(-n2c(N)c(C(=O)NCC3CCCO3)sc2=S)cc1 (configuration not stated)	-1.2
COC(=O)[C@@]1(Cc2ccc(F)cc2)[C@H]2c3cc(C(=O)N4CCCC4)n(CCSCCO)c3C[C@H]2CN1C(=O)c1ccccc1	-0.5
Cc1c(O)ccc(-c2[nH]ncc2-c2nc3ccccc3s2)c1O	0.7

Marked active in TTR transcr act, of those listed so far:
SMILES	TTR transcr act
CCCCCCCNC(=O)C1(CC2CC(c3cccc(Br)c3)=NO2)CCN(C(=O)c2ccccc2)CC1 (configuration not stated)	17*

Further compounds:
SMILES	TTR transcr act
Cc1cc(S(=O)(=O)N2CCN=C2c2ccccc2)c(C)cc1Cl	-1.0
O=C(N1CCN(c2cccc(Cl)c2)CC1)C1(c2cccs2)CCOCC1	-1.0
CCc1nc2n(n1)C(O)c1cc([N+](=O)[O-])ccc1S2 (configuration not stated)	-1.1
CCOC(=O)C1(C)CCN1C(=O)c1ccc(Cl)cc1Cl (configuration not stated)	-0.2
c1cn(CCCNC2CCCCCCC2)cn1	0.6
CCN(CC(=O)N1CCN(c2ccccc2)CC1)S(=O)(=O)c1ccc(C)cc1	0.3
Cc1cc(C)cc(NC(=O)C2CCCN2S(=O)(=O)c2cccc3cccnc23)c1 (configuration not stated)	-2.6
NC(=S)NNC(=O)c1ccccc1Cl	2.7
Cc1ccccc1Sc1ncnc2onc(C)c12	-3.6
CCC(C)NC(=O)Cn1c(-c2ccccc2)cc(C(C)=O)c1C (configuration not stated)	7.1
CCN(CC)C(=O)CN1C(=O)c2cccc3cccc(c23)C1=O	0.1
C=CCn1c(C(CCC(C)C)CC(C)(C)O)n[nH]c1=S (configuration not stated)	0.3
COc1ccc(/C=c2\s/c(=C/C(=O)c3ccc(C)cc3)[nH]c2=O)cc1OC	-1.0
c1ccc(Cn2c(CNc3nc4ccccc4n3CCN3CCCCC3)nc3ccccc32)cc1	-3.0
COc1ccc(N2CCN(C(=S)Nc3cccc(C)c3)CC2)cc1	-2.0
COc1ccc(N2C(=O)c3ccccc3NC2c2ccc(OC)c(Cn3nnc4ccccc43)c2)cc1 (configuration not stated)	-1.3
Cc1ccccc1CSCCC(=O)NCCC1=CCCCC1	-1.3
O=C(Nc1cccnc1)c1cc2cc(Br)ccc2o1	-2.2
COc1ccc(NC(=S)Nc2ccc(N(C)C(C)=O)cc2)cc1	0.1
O=C1CCN(Cc2ccc([N+](=O)[O-])cc2)CCN1[C@H](CO)c1ccccc1	4.3
CCN(C(=O)Nc1cccc2ccccc12)c1ccccc1	-0.9
CCOCc1nnc(NC(=O)c2c(OC)cccc2OC)s1	-1.4
C/C=C/c1ccc(OCCOc2ccc(C=O)cc2)c(OC)c1	1.4
COc1ccc(CCn2c(-c3cc([N+](=O)[O-])cc([N+](=O)[O-])c3)nc3nc4ccccc4nc32)cc1	0.5
COCCCNc1nc(N)c([N+](=O)[O-])c(NCC2CCCO2)n1 (configuration not stated)	-0.1

Some values from above.
`Cc1ccccc1Sc1ncnc2onc(C)c12` in TTR transcr act → -3.6
`COc1ccc(N2CCN(C(=S)Nc3cccc(C)c3)CC2)cc1` in TTR transcr act → -2.0
`COCCCNc1nc(N)c([N+](=O)[O-])c(NCC2CCCO2)n1` (configuration not stated) in TTR transcr act → -0.1
`Cc1ccccc1CSCCC(=O)NCCC1=CCCCC1` in TTR transcr act → -1.3
`CCN(CC(=O)N1CCN(c2ccccc2)CC1)S(=O)(=O)c1ccc(C)cc1` in TTR transcr act → 0.3

Ordered by value in TTR transcr act (largest number first): some entries from above.
SMILES	TTR transcr act
CN(C(=O)c1ccccc1[N+](=O)[O-])c1ccccc1C(=O)NCc1ccccc1	7.2
O=C1CCN(Cc2ccc([N+](=O)[O-])cc2)CCN1[C@H](CO)c1ccccc1	4.3
O=C(O)c1ccccc1SCC(=O)N1CCc2ccccc21	3.7

Going on with the list.
SMILES	TTR transcr act
COCCNC(=S)NNc1ccc(Cl)c(C(=O)O)c1	1.8
CC(Oc1ccc2c(-c3ccccc3)cc(=O)oc2c1)C(=O)NCC1CCC(C(=O)O)CC1 (configuration not stated)	-0.9
Cn1c(SCC(N)=O)nnc1C1CCN(C(=O)NCc2ccccc2)CC1	0.1
COc1ccccc1C1CC(=O)Nc2cc3c(cc21)OCCO3 (configuration not stated)	-1.3
Cc1cc(N2CCOCC2)n2ncc(-c3ccccc3Cl)c2n1	1.5
Cc1nn(CC(=O)NCCc2ccc(Cl)cc2Cl)c(C)c1[N+](=O)[O-]	-1.5
CC(C)(C)CCN1C[C@@H]2C(CNC(=O)c3cc(Cl)cc(Cl)c3)[C@@H]2C1 (some centres not stated)	-1.9
CCOC(=O)c1sc(NC(=O)CCCCl)nc1C	-0.9
Cc1ccc(CN2CCN(CCC(C)C)C(CCO)C2)s1 (configuration not stated)	0.1
CN(C)S(=O)(=O)c1ccc(S(=O)(=O)N(CC(=O)Nc2ccccc2)CC2CCCO2)cc1 (configuration not stated)	0.2
O=C(NCCc1c[nH]c2ccccc12)OCc1cn(-c2cccc(Cl)c2)nn1	-0.1
Cn1c(=O)n(CC(=O)OCc2ccccc2)c(=O)c2c1nc1n2CCCN1C1CCCCC1	1.2
CC(/C=N/NC(=O)c1nnn(-c2nonc2N)c1C(C)C)=C\c1ccccc1	-0.7
O=C(NCCCN1CCOCC1)c1ccc2c(=O)n(Cc3ccccc3)c(=S)[nH]c2c1	-0.4
NC(=O)c1ccc(NCCc2cccs2)cc1	1.5
COc1cc(OC)c(N(C)S(=O)(=O)c2cccc(C(=O)Nc3nnc(C4CC4)s3)c2)cc1Cl	-1.6
Cc1ccccc1NC(=O)CC1SCCNC1=O (configuration not stated)	-2.9
CCCc1c(-c2ccc(F)cc2)ncn1Cc1ccccc1OC	0.1
CC(=O)c1sc(NC(=O)c2cc(=O)c3ccccc3o2)nc1C	7.0
O=C(O)c1ccc(CSc2nnc(-c3ccccc3Br)o2)cc1	3.6
COc1ccc(NC(=O)c2oc3ccc(S(=O)(=O)N4CCC5(CC4)OCCO5)cc3c2C)cc1	-0.5
O=C(O)CC(CC(=O)Nc1ccc(-c2ccccc2)cc1)c1ccccc1 (configuration not stated)	-0.9
O=C(Cc1cccs1)N/N=C/C=C\c1ccco1	-0.8
O=C1CCCN1CCCNC(=S)Nc1ccccc1	1.4
